Source: PubChem (National Center for Advancing Translational Sciences (NCATS))
ERG Ets-DNA blk: qHTS for Small Molecule Inhibitors of the ERG Ets/DNA interaction | Transcriptional regulator ERG (Homo sapiens), P11308 | Potency, µM (highest dose often 76.9 µM), without a hit: at the highest dose FP activity, negative = inhibition, most hits filed as inhibitors | actives 0.028% (n = 370,000) | fluorescence polarization, His-ERG Ets domain / labelled DNA; active = well fitted inhibition curve with a large enough effect in the polarisation, with a control signal flat; inconclusive = small, poorly fitted or top-dose-only effect, or effect the other way, or a change in a side signal; inactive = no such curve, though single readings can be large or run the other way; the % refers to the polarisation;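 also: polarization taken with two DNA probes labelled with fluorescein and Texas red; potency is read from the fitted curve at half-maximal effect; % of control where 0% means no effect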
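His-tagged ERG Ets domain (1 uM in the protein solution; 300mM KCl, 50mM Tris-HCl, 1mM EDTA, 1mM DTT, pH 7.5) received compound, then a probe mix of 5 nM fluorescein-DNA and 100nM Texas-615-DNA. Fluorescence polarization was read for both dyes.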
HP1b chromo inh: HTS for Inhibitors of HP1-beta Chromodomain Interactions with Methylated Histone Tails | Chromobox protein homolog 1 (Homo sapiens), P83916 | AlphaScreen HP1-beta / biotin-H3K9me3 peptide binding | Potency, µM (titrated, usually from 114 µM), without a hit: at the top dose activity change, negative = inhibition, hits mostly inhibitors | actives 0.56% (n = 390,000); also: potency is read from the fitted curve at half-maximal effect; nearly all actives have a fitted effect of over 70% in size; inactives centre near 23
Target sequence (P83916 whole entry, looked up): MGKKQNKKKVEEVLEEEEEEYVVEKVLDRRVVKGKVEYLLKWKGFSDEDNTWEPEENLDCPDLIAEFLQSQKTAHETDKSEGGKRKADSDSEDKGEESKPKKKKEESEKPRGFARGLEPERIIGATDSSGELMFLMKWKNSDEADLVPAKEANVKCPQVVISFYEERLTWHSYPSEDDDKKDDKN
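HP1-beta protein (50 nM final) preincubated 30 min at room temperature with biotinylated H3(1-18)K9me3 peptide (50 nM) in PBS pH 7.4, 0.01% Tween-20, then compound added for 30 min. AlphaScreen streptavidin donor/nickel chelate acceptor beads (10 ug/mL final), 30 min dark, luminescence read.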
BAZ2B inh: qHTS Assay for Inhibitors of BAZ2B; Bromodomain adjacent to zinc finger domain protein 2B (Homo sapiens), Q9UIF8; AlphaScreen BAZ2B-H3K14Ac peptide displacement; Potency, µM (series often up to 114 µM), without a hit: top-dose activity change, negative = inhibition, actives largely listed as inhibitors; actives 4.4% (n = 360,000); AID 504333, 2011; also: potency is read from the fitted curve at half-maximal effect; % is scaled to controls: 0 for no effect and ±100 for the full control effect; nearly all actives have a fitted effect of over 60% in size
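Protein-peptide AlphaScreen: BAZ2B 50 nM, b-H3K14Ac 50 nM, 1x PBS pH 7.4 + 0.01% Tween-20. Preincubation 30 min RT; cpd 30 min RT (top 110 uM); beads 20 min RT, light-protected.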
G9a inh: qHTS Assay for Inhibitors of Histone Lysine Methyltransferase G9a; Histone-lysine N-methyltransferase EHMT2 (Homo sapiens), Q96KQ7; G9a H3K9 monomethylation, AlphaScreen, 2 h; Potency, µM (highest dose often 102 µM), without a hit: at the highest dose activity, negative = inhibition, hits mostly inhibitors; actives 8.8% (n = 350,000); AID 504332, 2011; also: potency is read from the fitted curve at half-maximal effect; % is scaled to controls: 0 for no effect and ±100 for the full control effect; nearly all actives have a fitted effect of over 75% in size
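Signal arises when biotinylated H3K9 peptide, once monomethylated, bridges streptavidin donor and antibody-captured acceptor beads. Enzyme at 20 nM was preincubated 15 min with test compounds; peptide 500 nM and SAM 20 uM then reacted for 2 h.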
PI4K2A inh: qHTS for small molecular inhibitors of PI4K2A; purified PI4K2A, ADP-Glo luminescence, 1 h; hits give low values; actives 0.13% (n = 420,000); Phosphatidylinositol 4-kinase type 2-alpha (Homo sapiens), Q9BTU6; AID 1346378, 2018; activity change, negative = inhibition, % at 76.9 µM; in the data active = activity change below about -50%; inconclusive = mostly about -30% to -49%;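 also: -100% = wells without enzyme as full effect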
Target sequence (Q9BTU6 whole entry, looked up): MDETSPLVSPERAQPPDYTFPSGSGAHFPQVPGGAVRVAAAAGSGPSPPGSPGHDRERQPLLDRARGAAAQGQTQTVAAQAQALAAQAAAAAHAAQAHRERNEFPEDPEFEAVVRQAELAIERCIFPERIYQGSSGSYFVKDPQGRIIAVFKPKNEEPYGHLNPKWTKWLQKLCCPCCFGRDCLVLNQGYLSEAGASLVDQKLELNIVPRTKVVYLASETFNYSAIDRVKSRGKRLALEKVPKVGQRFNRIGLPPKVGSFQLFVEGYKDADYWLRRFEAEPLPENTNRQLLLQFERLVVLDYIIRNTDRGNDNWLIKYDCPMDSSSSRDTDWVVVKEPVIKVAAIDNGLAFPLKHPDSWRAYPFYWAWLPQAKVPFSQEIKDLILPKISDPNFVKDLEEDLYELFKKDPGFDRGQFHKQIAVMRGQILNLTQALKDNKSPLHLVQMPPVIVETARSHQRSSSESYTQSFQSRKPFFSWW
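PI4K2A activity was measured by ADP-Glo luminescence: enzyme (4 ug/mL stock) and phosphatidylinositol (1.2 mM stock) in Tris pH 7.5/MgCl2/EGTA/Triton X-100 buffer were reacted with ATP (300 microM stock) for one hour at ambient temperature.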
JMJD2A Tudor inh: qHTS Assay for Inhibitors of JMJD2A-Tudor Domain; AlphaScreen JMJD2A-Tudor / H3K4me3 peptide binding; Potency, µM (top dose mostly 114 µM), for inactives: at the top dose activity change, negative = inhibition, usual class: inhibitors; actives 4.4% (n = 390,000); AID 504339, 2011; also: potency is read from the fitted curve at half-maximal effect; % is scaled to controls: 0 for no effect and ±100 for the full control effect; nearly all actives have a fitted effect of over 50% in size
GLS inhibitor: qHTS for Inhibitors of Glutaminase (GLS); Glutaminase kidney isoform, mitochondrial (Homo sapiens), O94925; GLS enzymatic activity, qHTS titration; Potency, µM (series often up to 45.5 µM), inactives show at the highest dose activity change, negative = inhibition, actives largely listed as inhibitors; actives 0.21% (n = 410,000); also: potency is read from the fitted curve at half-maximal effect; % is scaled to controls: 0 for no effect and ±100 for the full control effect
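Coupled fluorescence readout: glutamate oxidase/HRP/Amplex Red detect glutamate formed by hKGA from L-glutamine (1 mM solution added). Buffer 45 mM KH2PO4 pH 8.2, 0.02% Tween-20; reads at t0 and 30 min RT.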
Pin1 inh: qHTS Assay to Find Inhibitors of Pin1; Peptidyl-prolyl cis-trans isomerase NIMA-interacting 1 (Homo sapiens), Q13526; Pin1 FP peptide displacement, HiFluor488, 10 min; Potency, µM (highest dose often 115 µM), without a hit: top-dose activity, negative = inhibition, actives largely listed as inhibitors; actives 0.009% (n = 390,000); active = well fitted inhibition curve with a large enough effect in the polarisation, with a control signal flat, not every such curve was filed as active; inconclusive = small, poorly fitted or top-dose-only effect, or effect the other way, or a change in a side signal; inactive = no such curve, though single readings can be large or run the other way; the % refers to the polarisation; also: potency is read from the fitted curve at half-maximal effect; % is scaled to controls: 0 for no effect and ±100 for the full control effect
PGK inhibitor: qHTS Assay to Find Inhibitors of Phosphoglycerate Kinase; Phosphoglycerate kinase, glycosomal (Trypanosoma brucei brucei), P07378; PGK/GAPDH coupled, Kinase-Glo luminescence, 60 min; Potency, µM (titrated, usually from 57.5 µM), inactives show at the top dose activity change, negative = inhibition, actives largely listed as inhibitors; actives 0.043% (n = 380,000); AID 602233, 2012; also: potency is read from the fitted curve at half-maximal effect; % is scaled to controls: 0 for no effect and ±100 for the full control effect; nearly all actives have a fitted effect of over 60% in size
Target sequence (P07378 whole entry, looked up): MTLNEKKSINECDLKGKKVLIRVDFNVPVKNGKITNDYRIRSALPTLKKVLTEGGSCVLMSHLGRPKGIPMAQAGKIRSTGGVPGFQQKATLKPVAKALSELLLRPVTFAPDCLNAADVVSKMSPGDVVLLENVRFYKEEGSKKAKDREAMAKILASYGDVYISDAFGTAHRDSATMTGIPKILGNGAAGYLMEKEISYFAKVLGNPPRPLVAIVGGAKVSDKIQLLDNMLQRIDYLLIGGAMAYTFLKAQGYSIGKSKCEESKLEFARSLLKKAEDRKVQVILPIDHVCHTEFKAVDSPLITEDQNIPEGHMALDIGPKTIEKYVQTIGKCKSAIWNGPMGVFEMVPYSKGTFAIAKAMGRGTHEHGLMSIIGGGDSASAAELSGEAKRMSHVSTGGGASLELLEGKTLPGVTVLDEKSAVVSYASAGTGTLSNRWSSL
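Recombinant glycosomal PGK reaction used 1,3-bisphosphoglycerate generated in-well by GAPDH (100nM final) in 100mM TEA pH 7.6, 5mM MgCl2, 0.01% Tween-20. After 60 minutes at room temperature, ATP was read by Kinase-Glo Plus luminescence end-point.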
The depositor's hits bear a star; i = inactive; ? = inconclusive; nt = not tested or not shown; & = joins results of further samples; [ ] = remark or other dose. Unless noted, calls follow the shape of the dose curve; as a rule, active = well fitted curve in the direction sought with a large enough effect; inconclusive = small, poorly fitted or top-dose-only effect, or another doubt; inactive = no such curve, though single readings can be large; an effect the other way counts as inactive or inconclusive. No enrichment for hits. About 11% of those tested had a hit in this group.

cpd | Molecule | ERG Ets-DNA blk | HP1b chromo inh | BAZ2B inh | G9a inh | PI4K2A inh | JMJD2A Tudor inh | GLS inhibitor | Pin1 inh | PGK inhibitor
1 | Cc1cc(C(=O)CCC(=O)NCc2ccccc2F)c(C)s1 | -3% | 11% | 3% | -3% | 0 | -7% | -1% | 0% | 7%
2 | CNC(=S)N(CCc1c(C)[nH]c2ccccc12)Cc1cc(OC)c(OC)c(OC)c1 | 1% | -1% | 45µM* | ? | -4 | ? | 2% | 1% | -2%
3 | C=CC[C@@H](CC(=O)N[C@@H](CO)Cc1ccccc1)C(=O)N[C@H](C)COC(=O)[C@@H](CC=C)Cc1ccc(F)cc1 | -8% | 31% | nt | nt | 0 | -18% | 10% | -6% | 1%
4 | O=C(N[C@@H](Cc1ccccc1)C(=O)N1CCN(S(=O)(=O)c2ccc(F)cc2)CC1)c1ccco1 | 16% | 15% | 4% | -11% | 2 | -8% | 5% | -4% | 7%
5 | CCn1cc(-c2cc(C(=O)O)c3ccccc3n2)cn1 | -3% | 54%[activator] | -10% | 0%[59 µM] | -7 | -9% | -2% | -5% | -16%
6 | O=C(/C=C/c1ccc2c(c1)OCO2)c1ccco1 | -1% | -14% | -36% | 25%[59 µM] | 5 | -15% | 12% | -4% | -5%
7 | Cn1c(N2CCN(C(=O)NCc3ccccc3)CC2)nc2ccccc21 | 0% | 16% | nt | 17%[59 µM] | 2 | -3% | 10% | 4% | 6%
8 | CCCCCCOc1ccc(N2C(=O)CC(SC(=NCC)NCC)C2=O)cc1 (stereo not drawn) | 10% | 49%[activator] | -9% | -34% | -3 | -5% | -2% | 2% | -8%
9 | CCCn1c2ccccc2c2cnn(CC(=O)NCCc3cc(OC)ccc3OC)c(=O)c21 | -2% | 14% | -5% | -27%[59 µM] | -5 | -11% | 0% | 16% | 12%
10 | CCC(Sc1nc2ccccc2c(=O)[nH]1)C(=O)O (stereo not drawn) | 1% | 30% | -32% | -26% | 7 | -1% | nt | ? | 8%
11 | COc1ccc(NC(=O)/C(C#N)=C/c2ccc(Br)o2)cc1 | -6% | 0% | 50µM* | -43%[12.7 µM] | -3 | ? | 0% | ? | -15%
12 | COc1ccccc1CNC(=O)CN1C(=O)CSc2ccc(S(=O)(=O)N3CCCC3)cc21 | 1%&1% | 24%&32% | -3%&-13% | -30% | -7&2 | -3%&-12% | -4%&-22% | 1%&7% | -2%&3%
13 | Cc1nc2ccc(S(=O)(=O)NCC(=O)N3CCCC(C)C3)cc2s1 (stereo not drawn) | -14% | 39% | -37% | ? | -15 | -12% | 2% | 0% | -5%
14 | Cc1cc(C(=O)NC2CCCCC2)c(C)o1 | nt | 35% | 3% | -18% | 3 | -11% | -6% | -1% | -9%
15 | O=C(NCc1ccccn1)Nc1ccc(Br)cc1 | -15% | 45%[activator] | 1% | -5% | 1 | -5% | 11% | -7% | -5%
16 | O=C(CN(c1ccccc1)S(=O)(=O)c1ccccc1)NCCSc1ccccn1 | -2% | 11% | -12% | nt | 0 | -11% | 2% | -3% | -6%
17 | O=C(Cc1cccc2ccccc12)Nc1ccc2c(c1)C(=O)NC2=O | -8% | 17% | -10% | -3% | -3 | -16% | -1% | 0% | 4%
18 | CC(C)Cn1c(CN(C)Cc2ccccc2)nc2c1c(=O)n(C)c(=O)n2C | 12% | 33% | 3% | ? | -1 | -8% | 1% | 2% | 1%
19 | C=CCOC(=O)C1=C(C)N=c2s/c(=C3\C(=O)N(CC(=O)O)c4ccccc43)c(=O)n2C1c1ccc(OC)cc1 (stereo not drawn) | -14% | -19% | ? | 8.9µM* | -9 | ? | 22µM* | nt | -4%
20 | OC(COc1ccccc1)Cn1c2ccccc2c2ccccc21 (stereo not drawn) | -1% | 82%[activator] | 34% | 1%[59 µM] | 0 | 15% | -4% | -2% | 2%
21 | N#C/C(=C/c1ccco1)c1nc2ccccc2s1 | 36%[activator] | 13% | -27% | ? | -10 | -22% | -4% | ? | -5%
22 | CCCOC(=O)c1ccc(Cl)c(NC(=O)c2ccc(-c3ccccc3)cc2)c1 | nt | 29% | 11%[57.1 µM] | 11%[59 µM] | 0 | 2% | -2% | -4% | 1%[11.5 µM]
23 | CCc1cccc2c(C(=O)CSc3nncn3C)c[nH]c12 | -3% | 28% | 4% | 11% | -1 | -4% | -3% | 0% | 1%
24 | CN(C)/C=N/C(=S)Nc1ccc(F)cc1 | -4% | 24% | 2% | 8%[59 µM] | 5 | -1% | -1% | 0% | i
25 | Cc1nc2sc(C(N)=O)c(N)c2c(-c2ccc(Br)cc2)c1C(=O)Nc1ccc(Cl)cc1 | 2% | 16% | -53% | -20%[59 µM] | -1 | 1% | 15% | 10% | -6%
26 | C=C(C)C1CC=C(CN2CCC(O)CC2)CC1 (stereo not drawn) | nt | 11% | -4% | -13% | -1 | -6% | 12% | -7% | nt
27 | CCOC(=O)N1CCN(S(=O)(=O)c2ccc(C)cc2)C1 | -9% | 11% | ? | nt | -1 | -7% | 3% | -3% | -9%
28 | CCC(C)(C)NC(=O)C(c1ccccc1)N(Cc1cccs1)C(=O)Cn1nnc2ccccc21 (stereo not drawn) | 2% | 27% | nt | nt | 3 | 0% | 3% | 2% | -7%
29 | Cc1nc(NC2=NCN(Cc3cccnc3)CN2)nc2ccccc12 | -2% | 15% | 0% | 16% | 2 | -19% | -14% | 0% | -3%
30 | CCCCN(C)C(=O)c1nc2ccccn2c1CNCCCn1nnc2ccccc21 | 3% | 28% | -1% | ? | 0 | -13% | 2% | -6% | 0%
31 | CC(c1ccc(Cl)cc1)n1c(-c2ccc3ccccc3n2)n[nH]c1=S (stereo not drawn) | -1% | -1% | ? | -11% | 7 | -33% | ? | 0% | -2%
32 | O=C(O)c1cccc2c1-c1c(cccc1[N+](=O)[O-])C2 | 2% | 26% | nt | nt | -13 | -3% | -5% | -3% | -8%
33 | CN(C(=O)c1ccc2c(c1)N(Cc1ccccc1F)C(=O)c1ccccc1S2(=O)=O)C1CCCCC1 | -1% | 32% | -19% | -18%[59 µM] | -2 | -20% | -6% | 21% | -1%
34 | Cc1cccc(C)c1OCCCn1c(CCNC(=O)C2CCCCC2)nc2ccccc21 | 1% | 7%[57 µM] | -7% | 11%[59 µM] | -1 | -14%[57.1 µM] | -6% | 9%&-4% | 3%
35 | COc1ccc(NC(=O)c2sc3nc(C)nc(N4CCN(c5ccccn5)CC4)c3c2C)cc1Cl | 3% | 13% | ? | ? | 4 | -23% | -1% | -6% | 6%
36 | COc1ccc(-n2c(Cc3cccn3C)nnc2SCC(=O)Nc2cccc(F)c2)cc1 | -10% | 8% | ? | ? | 5 | ? | -7% | 13% | -2%
37 | NS(=O)(=O)c1ccc(CCNC(=O)CSc2nc3ccsc3c(=O)n2CCCCC(=O)O)cc1 | -6% | 28% | 7% | -1% | 7 | 1% | -9% | 6% | -7%
38 | Cc1ccc(Cn2c(=N)n(CC(=O)c3ccccc3)c3ccccc32)cc1 | -4% | 38% | -29% | nt | 3 | -7% | 4% | 8% | 6%
39 | CCOC(=O)c1cccc(NC(=O)C(CC(C)C)N2Cc3ccccc3C2=O)c1 (stereo not drawn) | -2% | 9% | -15% | -4%[59 µM] | -5 | -23% | -4% | 2% | -1%
40 | c1ccc(N2CCN(c3nc(-c4ccccn4)nc4ccccc34)CC2)cc1 | -8% | ? | 1.8µM* | ? | -7 | ? | -12% | -2% | 0%
41 | CSc1sc(C(=O)NC(=O)NCc2ccncc2)c(C)c1-c1ccon1 | 0% | 14% | -30% | ? | 3 | -8% | -3% | 6% | 4%
42 | COC(=O)c1[nH]c2cccc(OC)c2c1NC(=O)CN1CCOCC1 | 1% | 4% | 9% | -21% | -2 | -14% | 37%[activator] | -3% | -8%
43 | O=C(NC1CC2CCC(C1)N2C(=O)NCc1ccccc1)NC12CC3CC(CC(C3)C1)C2 (stereo not drawn) | -4% | 27% | -3% | -4%[59 µM] | 0 | -14% | 3% | -6% | 5%
44 | O=C(CN1CCSc2ccccc21)NCCCc1ccccc1 | -3% | -3% | ? | -20%[59 µM] | 4 | ? | -9% | 0% | -6%
45 | O=[N+]([O-])c1ccc2[nH]c(O)c(N=NC(=S)NCC3CCCO3)c2c1 (stereo not drawn) | -3% | 2% | -24% | 0% | -1 | -21% | 5% | 3% | -3%
46 | CCOC(=O)N1CCN(C(=O)COc2cccc3c2CCN(Cc2ccc(F)cc2)C3=O)CC1 | 10% | 37% | -7% | -3% | -4 | -5% | 2% | 0% | -6%
